Source: PubChem (NMMLSC)
Myeloid diff 2 – induction of myeloid progenitor differentiation, primary screen, cell-based, flow cytometry, MLPCN library. 360,000 tested, 1% active. calls only at 10 µM. ER-HoxA9 myeloid progenitors, lysozyme-GFP differentiation;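 active means normalized GFP-positive differentiation at or above the plate's own cutoff, the solvent-only control mean plus 3 SD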;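 further: cells exposed to compound for four days before flow analysis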
Myeloid diff 2 GFP+ MAC1+ % – second read-out of Myeloid diff 2, no call of its own (marks repeat the call); GFP+ MAC1+ double positive, %; measured here: differentiation confirmed by MAC1 staining
Active calls of the source: *; i = inactive.

Under each structure – Myeloid diff 2	Myeloid diff 2 GFP+ MAC1+ %
COc1ccccc1-c1cnc(C(O)c2ccc(F)cc2C)[nH]1 (configuration not stated)
    i	1.3
COc1ccc(-c2nnc(SCC(=O)NC3CCCCC3)n2N)cc1
    i	1.4
CC(C)CSCC1OC(n2cnc3c(N)nccc32)C(O)C1O (configuration not stated)
    i	1.7
O=C(COC(=O)c1ccc(Cl)nc1)Nc1ccc(N2CCCCC2)cc1
    i	0.8
O=C1CCCC/C=C\C[C@H](CC(=O)N(CCO)Cc2ccccc2)C(=O)N[C@@H](Cc2ccccc2)CO1
    i	3.0
COc1ccc(C2=CC(=O)C[C@H](c3ccc(OC)c(OC)c3)C2)cn1
    i	0.9
O=C(CCc1nc2ccccc2c(=O)[nH]1)N1CCN(S(=O)(=O)c2ccc(Cl)c(C(F)(F)F)c2)CC1
    i	1.5
CCOC(=O)C1CCc2c(ccc3ccccc23)N1CCC#N (configuration not stated)
    i	0.6
c1ccc(C(=C2CCCO2)c2ccccc2)cc1
    i	0.5
O=C(CN1C(=O)NC2(CCCC2)C1=O)N1CCN(S(=O)(=O)c2cc(Cl)ccc2Cl)CC1
    i	1.6
Cc1ccc(Cl)cc1NC(=O)CN1CCOCC1
    i	1.3
O=C(Nc1cccc(S(=O)(=O)N2CCOCC2)c1)c1cc([N+](=O)[O-])ccc1N1CCOCC1
    i	1.2
COc1cccc(NC(=O)c2cccc(S(=O)(=O)N3CCN(Cc4ccccc4)CC3)c2)c1
    i	0.7
COc1ccccc1-c1nc2ccccc2n(CC(C)C)c1=O
    i	1.5
CC(=O)c1ccc(-c2ccc(C(=O)NCC3CCCO3)o2)cc1 (configuration not stated)
    i	0.5
COc1ccc(C(=O)N2C=Cc3ccccc3C2C#N)cc1 (configuration not stated)
    i	1.1
Cn1c(-c2ccccc2)cc(=O)n1-c1ccccc1
    i	1.6
CCCCNC(=O)Cn1nnc(-c2ccccc2)c1COc1ccc(C(C)=O)cc1
    i	0.7
CC(C)C(C)NC(=O)COC(=O)C1CCN(S(=O)(=O)c2ccc3c(c2)OCCO3)CC1 (configuration not stated)
    i	0.9
Cc1nnc(SCC(=O)c2c[nH]c3ccccc23)n1C1CC1
    i	0.4
O=C(CCCOc1ccc(Cl)cc1Cl)NC(Cc1ccccc1)C(=O)O (configuration not stated)
    i	1.6
C#CCn1c2ccccc2c(=O)n1C(C)C
    i	0.3
COC(=O)[C@H](C)N(Cc1ccc(Cl)c(Cl)c1)S(=O)(=O)CCNC1CCCC1
    i	1.2
O=C1CCc2cc(S(=O)(=O)NCc3ccccc3Cl)ccc2N1
    i	0.3
COc1ccc(C(=O)C(C)OC(=O)COc2ccccc2)cc1 (configuration not stated)
    i	0.3
FC(F)(F)c1nc2nccnc2[nH]1
    i	1.0
CC1CCCCC12NC(=O)N(CC(=O)Nc1cccc(S(=O)(=O)N3CCCCC3)c1)C2=O (configuration not stated)
    i	0.4
COc1ccc(Cl)cc1NC(=O)c1cccc(-n2cnnn2)c1
    i	0.8
COc1ccc(NC(=O)c2cc(C3CCCCN3C(=O)c3cc(OC)c(C)c(OC)c3)on2)c(C)c1 (configuration not stated)
    i	1.6
O=C(OCc1ccc(F)cc1)c1cc(S(=O)(=O)N2CCCCC2)ccc1N1CCOCC1
    i	0.1
CN(CC(=O)Nc1ccccc1Cl)C(=O)COC(=O)/C=C/c1ccccc1
    i	0.7
Cc1nc2ccc(Cl)cc2[nH]1
    i	1.1
CC(C)(C)S(=O)N1Cc2cc(C(=O)NCC(F)(F)F)nc(-c3cccc(-c4cccc(F)c4)c3)c2[C@H]1CCO (some centres not stated)
    i	0.6
COc1ccc(CCNC(=O)c2ccc(Cl)c(S(=O)(=O)N3CCCC3)c2)cc1
    i	0.3
CCOC(=O)[C@H](CCc1ccccc1)N[C@@H](C)C(=O)N1CCC[C@@H]1C(=O)O
    i	0.7
CCOC(=O)C1=NNC(C(=O)O)C1c1ccccc1 (configuration not stated)
    i	0.7
CCCCCCCCNCCS(=O)(=O)NCc1ccccc1
    i	0.1
COc1cc(C(=O)NNC(=O)CSc2nnc3ccccn23)cc(OC)c1OC
    i	0.8
COc1ccc(Cn2cc(CN3CC(N4CCN(CCN(C)C)CC4)CS3(=O)=O)nn2)cc1 (configuration not stated)
    i	2.5
COc1ccc(N2C(=O)CC(Sc3nccc(C)n3)C2=O)c(OC)c1 (configuration not stated)
    i	1.4

Four compounds already listed, sorted by the value under Myeloid diff 2 GFP+ MAC1+ %, lowest first:
Structure | Myeloid diff 2 GFP+ MAC1+ %
COc1ccc(C(=O)N2C=Cc3ccccc3C2C#N)cc1 (configuration not stated) | 1.1
COc1ccccc1-c1nc2ccccc2n(CC(C)C)c1=O | 1.5
COc1ccc(NC(=O)c2cc(C3CCCCN3C(=O)c3cc(OC)c(C)c(OC)c3)on2)c(C)c1 (configuration not stated) | 1.6
CC(C)CSCC1OC(n2cnc3c(N)nccc32)C(O)C1O (configuration not stated) | 1.7

(listing goes on)
Under each structure – Myeloid diff 2	Myeloid diff 2 GFP+ MAC1+ %
CCCOc1ccc(N2C(=O)CC(NCC(=O)OCC)C2=O)cc1 (configuration not stated)
    i	0.3
Cc1ccc(C2=NCCn3c2c2ccccc2[n+]3[O-])cc1
    i	1.2
Cc1ccsc1C(=O)OCC(=O)c1ccc(OC(F)F)cc1
    i	0.3
CCc1ccc(NC(=O)CCCOc2cc(=O)n(C)c3ccccc23)cc1
    i	0.2
NC(=O)CCC(C(=O)O)N1C(=O)C2C3CCC(C3)C2C1=O (configuration not stated)
    i	0.5
O=C(CNc1cccc(S(=O)(=O)N2CCCC2)c1)Nc1ccc(F)c(F)c1
    i	1.3
CNC(=O)C[C@H]1C(=O)N(c2ccc(OC)cc2)C[C@@H]1C
    i	0.4
Cc1cccc(Nc2nnc(SCC(=O)c3c(N)n(C4CC4)c(=O)[nH]c3=O)s2)c1
    i	1.4
O=C(CSc1ccc(S(=O)(=O)N2CCCCC2)cn1)Nc1ccccc1Br
    i	0.3
O=C1C=C(c2cccc3c2Oc2ccccc2S3)C[C@@H](c2ccc(Cl)cc2)C1
    i	0.7
CC(C)c1ccc(CNc2nc(NCC3CC3)nc3ccsc23)cc1
    i	1.7
COc1ccc(C(C)(O)c2nc(/C=C/c3ccccc3)cs2)cc1 (configuration not stated)
    i	1.3
COc1ncnc2c1ncn2CCCNCc1ccccn1
    i	0.6
Nc1ccc2c(c1)Cc1c(F)cccc1-2
    i	1.5
Cc1ccc(F)c(C2=CC(=O)C[C@H](c3ccc(F)cc3)C2)c1
    i	1.3
Oc1ccccc1C=NN=Cc1ccccc1Cl
    i	1.2
Cc1ccsc1C(=O)Nc1ccc(S(=O)(=O)N2CCOCC2)cc1
    i	0.1
COc1ccccc1NC(=O)CN(Cc1ccco1)C(=O)c1cc(Cl)c(OC)c(OC)c1
    i	2.0
CC(C)(C)OC(=O)N1CCC(C(=O)Nc2ccc(C(=O)NCCc3ccccc3)cc2)CC1
    i	2.1
O=C(NCc1ccc(F)cc1F)[C@@H]1CCCN1C(=O)[C@@H]1CCCN1C(=O)c1ccccc1
    i	0.7

Shown field by field: 4 of the compounds above
smiles: Cc1ccc(F)c(C2=CC(=O)C[C@H](c3ccc(F)cc3)C2)c1
  Myeloid diff 2 = i	Myeloid diff 2 GFP+ MAC1+ % = 1.3
smiles: O=C1C=C(c2cccc3c2Oc2ccccc2S3)C[C@@H](c2ccc(Cl)cc2)C1
  Myeloid diff 2 = i	Myeloid diff 2 GFP+ MAC1+ % = 0.7
smiles: COc1ncnc2c1ncn2CCCNCc1ccccn1
  Myeloid diff 2 = i	Myeloid diff 2 GFP+ MAC1+ % = 0.6
smiles: O=C(CNc1cccc(S(=O)(=O)N2CCCC2)c1)Nc1ccc(F)c(F)c1
  Myeloid diff 2 = i	Myeloid diff 2 GFP+ MAC1+ % = 1.3

Next part
Under each structure – Myeloid diff 2	Myeloid diff 2 GFP+ MAC1+ %
CCCCn1c(N)c(N(CC(C)C)C(=O)c2cccc(S(=O)(=O)N3CC(C)OC(C)C3)c2)c(=O)[nH]c1=O (configuration not stated)
    i	0.4
CCC1(c2ccc(F)cc2)NC(=O)N(CC(=O)c2cc(C)n(C3CC3)c2C)C1=O (configuration not stated)
    i	0.5
CC(=O)c1ccc(Nc2nc(C(N)COCc3ccccc3)cs2)cc1 (configuration not stated)
    i	0.4
CCOC(=O)C1(Cc2cccc(OC)c2)CCCN(C(=O)CSC)C1 (configuration not stated)
    i	0.6
COC(=O)c1ccc2nc(-c3ccco3)c(Cc3cccc(F)c3)n2c1
    i	0.3
CCCc1nnc(NS(=O)(=O)c2ccc(C)cc2)o1
    i	0.3
O=C(NCc1ccccc1)C1CCCN(C(=O)c2ccc(F)cc2)C1 (configuration not stated)
    i	0.3
O=C(OCC(=O)N1CCc2ccccc2C1)c1ccc(F)cc1Cl
    i	1.1
O=C(COC(=O)/C=C/c1ccc(Cl)cc1)Nc1ccc2[nH]c(=O)[nH]c2c1
    i	2.7
Cc1cnc(C(=O)OCC(=O)Nc2ncc(Cl)cc2Cl)cn1
    i	0.6
CN(Cc1ccccc1)C(=O)COC(=O)c1cc(=O)c2ccccc2o1
    i	1.5
COc1ccc(C(c2nnnn2C2CCCC2)N2CCN(C/C=C/c3ccccc3)CC2)cc1 (configuration not stated)
    i	0.9
COCCN(CC(=O)Nc1cccc(C)c1C)C(=O)c1ccc(-n2cccn2)cc1
    i	0.7
Cc1ccccc1NC(=O)Cc1nc(COC(=O)c2ccc(C(F)(F)F)cc2)cs1
    i	1.5
CC1CCN(C(=O)c2[nH]cnc2C(=O)NCc2ccccc2)CC1
    i	1.9
O=C(O)C(Oc1ccc2ccccc2c1)c1ccccc1 (configuration not stated)
    i	0.4
O=C(COc1ccccc1F)NNC(=O)c1cc(Br)ccc1Cl
    i	0.5
Cn1c(=O)c2[nH]c(CSCc3ccccc3)nc2n(C)c1=O
    i	2.3
COc1ccc([C@@H]2[C@@H]3C(=O)N(C(C)(C)C)C(=O)[C@@H]3[C@]3(Cc4ccccc4)C(=O)N(c4cccc(C)c4)C(=O)N23)cc1
    i	2.6
OCC1OC(Oc2c(Br)cc(Br)cc2Br)C(O)C(O)C1O (configuration not stated)
    i	0.8
CCOC(=O)c1nnsc1C(OC)Oc1ccccc1 (configuration not stated)
    i	2.0
Cc1cc(=O)c2c(=O)[nH][nH]c2[nH]1
    i	0.0
COc1ccccc1N(CC(=O)Nc1ccccc1)S(=O)(=O)c1cccs1
    i	1.3
O=C(NCc1cccs1)c1ccc2sc([C@H]3C[C@H](O)[C@@H](CO)O3)nc2c1
    i	0.7
COc1ccccc1C#Cc1cnc2c(c1)C(=O)N([C@H](C)CO)C[C@H](C)[C@@H](CN(C)S(=O)(=O)c1cn(C)cn1)O2
    i	1.0
Cc1ccc(C(=O)NC2CCN(Cc3ccccc3)CC2)cc1S(=O)(=O)N1CCOCC1
    i	0.3
COc1cccc(CN(C)C(=O)CCNC(=O)c2ccco2)c1
    i	1.8
CCOc1ncccc1C(=O)OCC(=O)N1c2ccccc2CC1C (configuration not stated)
    i	0.7
COc1ccc(S(=O)(=O)N2CCOCC2)cc1NC(=O)COc1ccccc1
    i	0.8
CCCCCCCCCCCCN1[C@@H](CC(=O)O)c2cc(F)ccc2S1(=O)=O
    i	3.0
CC(=NNC(=O)CSCC(=O)NN=C(C)c1ccccc1)c1ccccc1
    i	0.7
COC(=O)c1ccc(/C=C/C(=O)OCC(=O)c2ccc[nH]2)cc1
    i	2.1
O=S(=O)(Nc1ccc(Cl)cc1NS(=O)(=O)c1ccccc1)c1ccccc1
    i	1.3
CC1(C)CC(=O)C=C(c2cccc3c2oc2ccccc23)C1
    i	1.0
OC(c1ccc(F)c(F)c1)c1ncc(-c2ccc(Cl)cc2)[nH]1 (configuration not stated)
    i	0.1
O=c1cc(-c2ccccc2)cc(-c2ccccc2)n1CCO
    i	1.5
COc1ccccc1C(CNC(=O)CCNS(=O)(=O)c1ccc(Br)cc1)N1CCCC1 (configuration not stated)
    i	0.3
COc1ccc(C(=O)NCCS(=O)(=O)NCCc2ccccc2)cc1
    i	1.2
CCOc1ccc(C(=O)CCC(=O)Nc2ccc(C)cn2)cc1
    i	1.0
Cc1nc(NC(=O)COC(=O)c2cccs2)c(Cl)cc1Cl
    i	1.4
COc1cccc(C(=O)NCC(c2ccco2)N2CCOCC2)c1 (configuration not stated)
    i	0.8
COc1ccc(CCN(C)C(=O)c2cc(S(=O)(=O)NCc3ccccc3)ccc2C)cc1OC
    i	0.7
CN(CC(=O)NCC(=O)Nc1ccc(F)c(F)c1F)C1CCS(=O)(=O)C1 (configuration not stated)
    i	1.0
CC1CC1C(=O)OCC(=O)NC(=O)c1ccc(C(C)(C)C)cc1 (configuration not stated)
    i	1.5
CC(C)C[C@H]1CNC(=S)N1CC1CCCN1C[C@H](CC(C)C)N1C[C@H](Cc2ccccc2)N(CC2CCCCCC2)C1=S (some centres not stated)
    i	0.1
C=CCN(c1ccccc1)S(=O)(=O)c1cccc(C(=O)NNC(=O)c2ccncc2)c1
    i	0.5
COc1ccc(C2CC(=O)Nc3cc(OC)c(OC)cc32)cc1 (configuration not stated)
    i	0.8
COc1ccc(OC)c(-c2csc(NC(=O)CSCc3c(C)noc3C)n2)c1
    i	0.8
O=C(CSc1nncs1)Nc1cccc2ccccc12
    i	0.7
CCc1noc(C)c1C(=O)Oc1ccc(N(C)S(=O)(=O)c2ccc(C)c(C)c2)cc1
    i	1.8
O=C(OCc1cn([C@@H]2C[C@H](c3ccccc3)N(C(=O)C3CCCCC3)C[C@H]2O)nn1)c1ccccc1
    i	1.4

Structures above that have a cyano group:
Under each structure – Myeloid diff 2	Myeloid diff 2 GFP+ MAC1+ %
CCOC(=O)C1CCc2c(ccc3ccccc23)N1CCC#N (configuration not stated)
    i	0.6
COc1ccc(C(=O)N2C=Cc3ccccc3C2C#N)cc1 (configuration not stated)
    i	1.1

Not all compounds are listed. The share of hits here may be higher or lower than overall.
